# Bioassay records deposited in PubChem by several laboratories.
# PPARg SRC3 recr: agonists of human PPARgamma SRC-3 coactivator recruitment. P37231. biochemical PPARgamma/SRC-3 coactivator recruitment assay. activation, % at 8 µM. 200,000 tested, 0.26% active; in the data active means activation above about 23%;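 further: 0% = DMSO and 100% = reference agonist; some compounds past the cut are filed as inactive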
# Target sequence (P37231 whole entry, looked up): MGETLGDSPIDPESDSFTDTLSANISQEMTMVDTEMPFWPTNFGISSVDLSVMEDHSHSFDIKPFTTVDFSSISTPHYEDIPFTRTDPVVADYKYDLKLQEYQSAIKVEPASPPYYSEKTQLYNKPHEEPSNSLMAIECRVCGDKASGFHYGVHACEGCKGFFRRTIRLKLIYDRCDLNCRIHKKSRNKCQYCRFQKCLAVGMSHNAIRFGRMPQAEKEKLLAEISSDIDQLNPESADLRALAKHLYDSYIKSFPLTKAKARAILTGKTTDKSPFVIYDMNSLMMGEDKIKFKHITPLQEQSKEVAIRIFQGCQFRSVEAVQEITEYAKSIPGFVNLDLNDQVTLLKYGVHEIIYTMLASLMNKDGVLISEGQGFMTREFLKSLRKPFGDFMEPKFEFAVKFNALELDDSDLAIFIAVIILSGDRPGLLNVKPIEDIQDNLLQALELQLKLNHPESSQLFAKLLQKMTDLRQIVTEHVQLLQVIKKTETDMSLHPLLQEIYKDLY
# bIAP act: increases bovine intestinal alkaline phosphatase activity; purified bovine IAP, CDP-star luminescence, 30 min; hits give high values; fold of DMSO-control signal, blank-subtracted; activation factor at 20 µM; 200,000 tested, 0.17% active;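 active means activation factor of 2 or more at 20 µM, a signal rise over negative controls twice the positive control's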
# bIAP inh: intestinal alkaline phosphatase (bovine) inhibition. purified bovine IAP, CDP-star luminescence, 30 min. inhibition, % at 20 µM. 190,000 tested, under 10 active. AID 1019;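 active means over 50% inhibition of intestinal alkaline phosphatase at 20 µM in the single-dose screen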
#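 test system = bovine IAP enzyme | medium = DEA buffer 100 mM, pH 9.8, with MgCl2 1.0 mM, ZnCl2 0.02 mM | detection = luminescence | dosing = single compound dose of 20 µM, 2% DMSO final | incubation = 30 min reaction at room temperature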
# TNAP inh hiacc: inhibitors of human TNAP at high phosphate acceptor concentration; 200,000 tested, 0.03% active; inhibition, % at 20 µM; purified TNAP, CDP-star luminescence, 1 M DEA;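 active means over 50% inhibition of tissue-nonspecific alkaline phosphatase at 20 µM in the single-dose screen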;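 further: plate controls were DMSO wells for no effect and EDTA-quenched wells as full inhibition for full effect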
# Target sequence (P05186 whole entry, looked up): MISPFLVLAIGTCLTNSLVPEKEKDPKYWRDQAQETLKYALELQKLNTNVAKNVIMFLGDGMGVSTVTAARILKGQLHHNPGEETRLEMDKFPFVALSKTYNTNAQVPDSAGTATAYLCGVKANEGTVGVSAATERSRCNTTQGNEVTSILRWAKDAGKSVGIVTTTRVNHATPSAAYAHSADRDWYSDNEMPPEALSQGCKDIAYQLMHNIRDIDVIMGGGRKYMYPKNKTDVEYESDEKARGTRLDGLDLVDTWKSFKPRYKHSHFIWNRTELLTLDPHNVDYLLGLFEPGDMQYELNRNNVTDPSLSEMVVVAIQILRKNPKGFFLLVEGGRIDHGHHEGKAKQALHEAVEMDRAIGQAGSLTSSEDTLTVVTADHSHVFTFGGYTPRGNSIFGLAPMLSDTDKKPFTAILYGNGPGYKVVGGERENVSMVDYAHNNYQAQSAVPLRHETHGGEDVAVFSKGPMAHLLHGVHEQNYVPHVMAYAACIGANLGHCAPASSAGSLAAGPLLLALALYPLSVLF
# TNAP inh noacc: blocks human TNAP activity with no phosphate acceptor present | AID 1012 | 200,000 tested, 0.26% active | inhibition, % at 20 µM | P05186 | purified TNAP, CDP-star luminescence, 30 min;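 active means tissue-nonspecific alkaline phosphatase inhibition above about 50% at 20 µM in the single-dose screen, limit read from the data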;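 further: 0% = DMSO negative control and 100% = EDTA positive control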
# PPARg SRC2 recr: promotes SRC-2 coactivator recruitment by human PPARgamma | PPARgamma LBD-SRC-2 recruitment, biochemical | activation, % at 8 µM | 200,000 tested, 0.34% active | P37231 | AID 1032; in the data active means activation above about 22%;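 further: 0% = vehicle and 100% = reference agonist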
# TR-FRET SRC-2 ct: counter-screen for PPARgamma SRC-2 recruitment agonists: TR-FRET artefact. hits give high values. TR-FRET ratio at 8 µM. 200,000 tested, 0.4% active. AID 1049; in the data active means TR-FRET ratio above about 2000; further: inactives centre near 1500
# TNAP act hi DEA: increases human TNAP activity under high phosphate acceptor concentration | activation factor at 20 µM | P05186 | AID 1136 | purified TNAP, CDP-star luminescence, 1 M DEA, 30 min; hits give high values; 0 = EDTA background, 1 = DMSO-only activity | 200,000 tested, under 10 active;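 active means activation factor at least 2 at 20 µM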
#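 Assay system: human TNAP; Input: enzyme diluted 1/800 final; Reagent: CDP-star luminogenic substrate at 100 µM final; Timing: 30 min, room temperature; Signal: luminescence; Evaluation: TNAP activation factor scaled between EDTA and DMSO control wells.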
# HMGR II inh: blocks class II HMG-CoA reductase of Enterococcus faecalis. purified E. faecalis HMGR, NADPH absorbance 340 nm kinetic. inhibition, % at 10 µM. 190,000 tested, 0.41% active. AID 1066;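 active means inhibition above a set limit, the median over all tested compounds plus 3 SD, cut at about 9.5% in these data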;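 further: enzyme runs in reverse so mevalonate oxidation gives rising NADPH absorbance; 0% = complete reaction with DMSO and 100% = background rate lacking mevalonate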
# PPARg SRC-1 ag: promotes SRC-1 coactivator recruitment by human PPARgamma | P37231 | AID 631 | activation, % at 8 µM | 200,000 tested, 0.41% active | PPARgamma-SRC-1 coactivator recruitment biochemical assay; in the data active means activation above about 19%;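 further: 0% = DMSO and 100% = reference agonist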
# An asterisk follows results filed as active.
SMILES,PPARg SRC3 recr,bIAP act,bIAP inh,TNAP inh hiacc,TNAP inh noacc,PPARg SRC2 recr,TR-FRET SRC-2 ct,TNAP act hi DEA,HMGR II inh,PPARg SRC-1 ag
O=C(C[n+]1ccccc1)c1ccc(-c2ccccc2)cc1,5,0.8,22,-2,-7,11,1681,1,-1,3
CCC(C)N1C(=O)CCC1C(=O)N1CCN(c2ccc(F)cc2)CC1 (stereo not given),7,1,4,-1,-8,6,1526,1,0,6
CC(NC(=O)OCc1ccccc1)C(=O)NCC(=O)NC(Cc1ccc(OC(C)(C)C)cc1)C(=O)OC(C)(C)C (stereo not given),-3,0.8,21,1,-11,-12,1439,1,-8,6
CCOC(=O)COc1ccc(S(=O)(=O)NCc2ccco2)cc1,1,1,4,1,0,1,1282,1,-3,0
Cc1ccc(C(=O)Nc2ccc(S(=O)(=O)N3CCN(C)CC3)cc2)o1,3,1.1,-8,-2,-8,2,1462,1,-4,5
Cc1ccc(F)cc1NCC(=O)Nc1ccc(Cl)cc1F,-1,0.9,7,1,-3,-4,1549,1,-9,-3
COc1ccc(N2C(=O)CC(N3CCC(c4nc5ccccc5[nH]4)CC3)C2=O)cc1 (stereo not given),3,1,-1,-5,-14,0,1413,1.1,3,2
O=c1c(S(=O)(=O)c2ccc(Cl)cc2)cn(Cc2cccc(F)c2)c2ccc(F)cc12,-2,1,-3,5,-4,-6,1317,1,-5,-10
COc1ccc(S(=O)(=O)N2CCOCC2)cc1NC(=O)c1cc2c(s1)CCCC2,-9,1,-4,-4,-22,-7,1491,1,-5,-3
O=c1c2sccc2nc(SCc2cc(=O)n3cc(Cl)ccc3n2)n1-c1ccc(F)cc1,-1,0.7,30,5,1,2,1571,1,4,-1
CCOC(=O)c1c(NC(=O)CN2C(=O)NC(C)(c3ccc(OC(F)F)cc3)C2=O)sc(C)c1C (stereo not given),3,1,4,-9,-1,-3,1530,1.1,-2,0
COC(=O)Nc1nn(-c2ccc(OC)cc2)c(=O)c(C#N)c1C,5,1,0,-3,-12,0,1642,1,-4,2
Cc1ccc(-c2cn3cc([N+](=O)[O-])ccc3n2)cc1,-4,1,-4,-5,-2,3,1357,1.1,-4,4
CN(C(=O)Cc1c[nH]c2ccccc12)C(C(=O)Nc1ccc2c(c1)OCO2)c1ccccc1 (stereo not given),4,0.9,6,-3,-9,2,1704,1,-2,2
Cc1nc2ccccc2c2oc(C(=O)NCC3CCCO3)cc12 (stereo not given),-1,1,3,-1,-15,2,1445,1,-6,-3
Cc1ccc2[nH]c(=O)c(CN(Cc3cccnc3)C(=O)c3ccncc3)cc2c1,4,0.9,6,-10,-17,7,1543,1.1,-2,12
CCn1c(N)c(C(=O)N2CCOCC2)sc1=S,6,0.9,7,-6,-15,15,1564,1.1,-2,12
O=c1c(Cc2c(F)cccc2Cl)c(O)ccn1C1CCCCCC1,1,1.2,-16,0,-9,4,1522,1,-1,12
O=S(=O)(c1cccs1)N1CCC(CO)(Cc2cccc(F)c2)CC1,1,1.2,-18,-8,-7,-1,1499,1.1,-2,1
CCOC(=O)NC(=S)Nc1ccc(OC)cc1,3,1.1,-8,-4,-19,7,1742,1,-1,-1
CCOC(=O)C1CCCN(Cc2cc(=O)oc3cc(C)c(C(C)C)cc23)C1 (stereo not given),0,0.9,7,-3,-15,0,1598,1,-4,8
CN=c1scc(-c2ccccc2F)n1/N=C(\C)c1cccnc1,3,1.1,-14,-1,-13,13,1569,1,-5,2
CCOc1ccc2[nH]c(=O)c(CN(Cc3cccs3)C(CC)c3nnnn3C(C)(C)CC)cc2c1 (stereo not given),-2,1.1,-6,-8,-13,-10,1473,1.1,-3,-12
CC[C@H]1OC(=O)[C@H](C)[C@@H](O[C@H]2C[C@@](C)(OC)[C@@H](O)[C@H](C)O2)[C@H](C)[C@@H](O[C@@H]2O[C@H](C)C[C@H](N(C)C)[C@H]2O)[C@](C)(O)C[C@@H](C)[C@@H]2N[C@@H](COCCOC)O[C@H]([C@H]2C)[C@]1(C)O,-3,0.7,28,0,-6,-1,1529,1,-4,8
CN1CCN(CCC(=O)Nc2ccc(C3CCCC3)cc2)CC1,6,1.1,-11,-1,-4,4,1380,1,-4,-3
O=C(CCc1nc(-c2ccccc2)no1)Nc1cc(C(F)(F)F)ccc1Cl,4,1,-1,-7,-5,11,1515,1.1,0,-2
CCOC(=O)C1CCCN(C(=O)c2cc(-c3ccc(C)cc3)on2)C1 (stereo not given),1,1,-4,-5,-8,11,1451,1.1,-5,4
CC1(C)CC(=O)CC2(C1)NCC(c1ccccc1)c1c2[nH]c2ccccc12 (stereo not given),3,1.1,-14,-4,-2,-3,1448,1,-12,-4
O=C1/C(=C/c2ccccc2)N=C(N2CCOCC2)N1c1cccc(Cl)c1,-3,1,-3,-4,-1,4,1821,1,-5,2
CCn1c(CCC(=O)O)nc2cc(S(=O)(=O)N(C)C)ccc21,3,0.9,14,-7,-14,0,1646,1.1,7,1
CC(=O)Nc1ccc(Nc2nc(C)c([N+](=O)[O-])c(Nc3ccccc3)n2)cc1,5,0.9,15,7,11,-3,1566,0.9,6,3
CCOC(=O)C1CCCN(C(=O)c2ccc(Cl)c(S(=O)(=O)N3CCCCC3)c2)C1 (stereo not given),5,1,-4,-8,-12,10,1536,1.1,1,0
CN(C)c1ccc(CNn2cnnc2SCc2ccccc2F)cc1,15,0.8,16,-4,-8,12,1681,1,2,-2
O=C(Nc1ccccc1)c1sccc1Oc1ccc([N+](=O)[O-])cc1F,2,1.1,-5,0,-18,0,1452,1,-3,3
Cc1cc(Nc2ccccc2)nn1C(=O)c1ccc(Cl)cc1,-3,1.1,-10,-7,6,5,1582,1.1,-1,2
Cc1sc2nc(CN3CCCCC3)nc(Nc3ccc4c(c3)OCCO4)c2c1C,4,1.4,-44,-7,-5,7,1679,1.1,-4,9
Cc1cccc(NC(=O)CCN2CCN(C/C=C/c3ccccc3)CC2)c1,11,1.1,-10,-4,-3,10,1598,1,-1,4
CCN(CC)C(=O)c1cn(CCC#N)nc1-c1ccc(F)cc1,-3,1,2,3,-9,6,1655,1,-1,3
CC(=O)Nn1cc2c(=O)n(C)c(=O)n(C)c2c1,-1,1,-1,-7,-18,2,1312,1.1,-5,-1
CC(=O)Nc1ccc(NC(=O)CSc2ccc(-c3ccc4c(c3)OCO4)nn2)cc1,2,1.1,-9,-2,-8,-4,1697,1,-5,3
N#CC1=C(C2CC2)CC(c2ccccc2)C(C#N)=C1N (stereo not given),-4,0.9,13,-6,-11,-3,1412,1.1,2,2
COc1c(C)cc(Br)cc1C(=O)NC(=S)Nc1ccc(Cl)c(C(=O)O)c1,7,1,0,0,1,-3,1558,1,0,5
COc1cc(/C(C)=N/NC(=O)Cc2c(C)[nH][nH]c2=O)ccc1O,2,0.9,14,2,8,5,1577,1,-8,-5
CSc1nsc(SCc2ccc(Cl)cc2)n1,14,0.9,9,-3,-7,-2,1458,1,-5,8
O=C(O)/C=C/c1ccc(S(=O)(=O)N2CCCCCC2)cc1,-1,0.8,15,-4,-8,6,1573,1,-2,-1
O=C(NCc1cccnc1)c1ccc2c(c1)OCO2,7,1,4,1,-9,6,1608,1,-1,9
NC(=O)CS(=O)(=O)c1nc2ccccc2n1Cc1ccccc1F,-6,0.9,8,-8,-17,6,1470,1.1,-3,-1
Cc1cc(C(=O)CSc2nnc3ccccn23)c(C)n1-c1ccccc1,-2,0.9,5,3,-11,-4,1493,1,-2,-5
CC(C)n1c(C(=O)OCC(=O)NCc2ccc3c(c2)OCO3)cc2occc21,-2,0.9,12,-6,-6,11,1752,1.1,0,2
COc1ccc(CCNC(=O)CN(C)S(=O)(=O)c2ccc3c(c2)CCC(=O)N3)cc1OC,-4,1.1,-9,-7,-22,-4,1433,1.1,-1,7
# Continuation:
SMILES,PPARg SRC3 recr,bIAP act,bIAP inh,TNAP inh hiacc,TNAP inh noacc,PPARg SRC2 recr,TR-FRET SRC-2 ct,TNAP act hi DEA,HMGR II inh,PPARg SRC-1 ag
COc1cc(NS(=O)(=O)c2ccc(OC)c(OC)c2)cc(OC)c1,4,0.9,9,-5,-7,4,1524,1,-5,2
CCOc1cc(CNCc2ccccn2)ccc1OCC(=O)NC1CCCCC1,5,1.7,-73,-1,-15,3,1468,1,-3,3
Cc1cccc(C)c1NC(=O)C1c2cccc[n+]2CC(=O)N1Cc1cccs1 (stereo not given),-4,0.9,12,4,4,-9,1506,1,-2,4
CCOC(=O)Cc1csc(NC(=O)CSc2nnc(-c3cccnc3)n2Cc2ccco2)n1,12,1.1,-8,-6,-7,1,1396,1.1,-2,0
COc1ccc(CN(Cc2ccc(C(=O)O)cc2)C(=S)Nc2ccccc2Cl)cc1OC,-2,1.1,-13,-2,-11,-11,1446,1,-1,2
COc1ccc(N2CCN(CCC3Oc4cc([N+](=O)[O-])ccc4NC3=O)CC2)cc1 (stereo not given),2,0.9,14,1,-2,7,1767,1,0,14
Oc1oc(-c2ccccc2)nc1C=NCc1ccncc1,-4,0.8,15,1,-7,6,1579,1,-4,7
Cc1cccc(C)c1NC(=O)c1cccc(COc2cc(Cl)ccc2Cl)c1,3,0.9,6,-6,-9,6,1530,1.1,-9,14
Cc1ccc(CNC(=O)c2ccccc2NC(=O)CSc2nnnn2C)cc1,-3,1,3,0,-6,-8,1662,1,-4,3
Oc1ccccc1-c1nc(NCc2ccco2)c2ccccc2n1,10,0.9,9,-2,-8,15,1618,1,-12,0
C=CCn1c(SCC(=O)N2CCN(C(=O)c3ccco3)CC2)nc2sc(CC)cc2c1=O,-1,1,-5,-3,-10,-4,1351,1,2,-3
CCOc1ccc(N(C)S(=O)(=O)c2ccc3[nH]cc(C(=O)NCC4CCCO4)c(=O)c3c2)cc1 (stereo not given),-7,0.9,8,-2,-8,4,1621,1,-1,4
CN(CC(O)COc1ccc(S(=O)(=O)N2CCOCC2)cc1)C1CCCCC1 (stereo not given),11,1,3,-2,-8,8,1628,1,-1,0
CCCC(=O)Nc1cccc(NC(=O)c2cccc([N+](=O)[O-])c2C)c1,5,1,1,2,-2,12,1561,1,-4,4
S=C(NCC1CCCO1)N1CCN(c2cccc(Cl)c2)CC1 (stereo not given),3,0.9,7,-3,-19,9,1656,1,-11,6
N#Cc1ccc(CSc2nnc(NC(=O)C3CCCO3)s2)cc1 (stereo not given),-11,0.9,7,-10,-8,2,1525,1.1,0,2
